Screening results from PubChem BioAssay.
GRIN3A LBD mod: modulators (binders) of human NR3A ligand-binding domain; NR3A LBD differential scanning fluorimetry, Tm shift; 0% = protein alone, 100% = glycine-bound protein; 340,000 tested, 2.5% active; AID 1259313; Tm shift relative to glycine control, % at 25 µM;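 active means melting temperature shift of at least 10% of the positive control shift, at one fixed dose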
beta cell repl: induces beta-cell replication in MIN6 cells. MIN6 cells proliferation, ATPlite luminescence, 48 h; cells starved in 0.2% serum; 100% = growth in 10% serum. proliferation, % at 10 µM. 330,000 tested, 0.29% active;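 active means compounds whose signal lies at least 3.5 SD above the mean of all wells on their plate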;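 further: 0% = DMSO-treated cells in low-serum medium and 100% = 10% serum control; some compounds called inactive have numbers as strong as hits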
mIAP activ: increases mouse intestinal alkaline phosphatase activity. muIAP, CDP-Star luminescence, 30 min; hits give high values; 1 = vehicle-only enzyme signal, 0 = enzyme-free wells. activation factor at 10 µM. 330,000 tested, 0.24% active;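 active means activation factor of at least 2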; further: the source names both 10 and 20 µM as test concentration; values of inactives mirror those of a sister screen read the other way
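Assay system: mouse IAP enzyme; reagent: chemiluminescent substrate CDP-Star; dosing: test compounds delivered from DMSO solution; schedule: 30 min at room temperature; measured by: luminescence from enzymatic CDP-Star hydrolysis; controls: DMSO-only wells and no-enzyme negative control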
hIAP activ: human IAP activation | activation factor at 10 µM | AID 2524 | purified human IAP, CDP-Star luminescence, 30 min; hits give high values; 1 = vehicle-only enzyme, 0 = enzyme-free background | 330,000 tested, 0.16% active | P09923;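 active means activation factor of the enzyme at least 2-fold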; further: the source names both 10 and 20 µM as test concentration; values of inactives mirror those of a sister screen read the other way
Target sequence (P09923 whole entry, looked up): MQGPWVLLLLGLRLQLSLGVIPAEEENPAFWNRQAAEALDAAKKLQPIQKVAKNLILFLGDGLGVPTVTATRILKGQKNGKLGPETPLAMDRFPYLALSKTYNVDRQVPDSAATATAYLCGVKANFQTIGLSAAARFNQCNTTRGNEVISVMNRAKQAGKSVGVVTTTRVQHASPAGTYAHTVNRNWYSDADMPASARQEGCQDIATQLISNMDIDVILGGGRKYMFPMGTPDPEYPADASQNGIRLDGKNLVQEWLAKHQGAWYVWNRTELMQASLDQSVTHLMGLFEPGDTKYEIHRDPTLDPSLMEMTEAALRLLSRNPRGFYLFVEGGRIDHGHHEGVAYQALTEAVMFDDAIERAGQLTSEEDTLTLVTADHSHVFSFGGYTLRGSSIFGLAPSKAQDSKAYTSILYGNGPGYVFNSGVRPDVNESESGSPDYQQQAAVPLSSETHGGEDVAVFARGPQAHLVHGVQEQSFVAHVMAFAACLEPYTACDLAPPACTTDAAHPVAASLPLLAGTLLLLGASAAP
A3G deaminase: APOBEC3G (human) deaminase inhibition; inhibition, % at 20 µM; AID 493012; recombinant A3G, ssDNA deamination FAM/TAMRA fluorescence; Q9HC16; 330,000 tested, 0.28% active;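 active means inhibition of at least 40% at 20 µM, with no more than 30% in the related APOBEC3A deaminase screen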;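 further: plate controls were DMSO wells with A3G for no effect and wells lacking A3G enzyme for full effect; some compounds called inactive have numbers as strong as hits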
Target sequence (Q9HC16 whole entry, looked up): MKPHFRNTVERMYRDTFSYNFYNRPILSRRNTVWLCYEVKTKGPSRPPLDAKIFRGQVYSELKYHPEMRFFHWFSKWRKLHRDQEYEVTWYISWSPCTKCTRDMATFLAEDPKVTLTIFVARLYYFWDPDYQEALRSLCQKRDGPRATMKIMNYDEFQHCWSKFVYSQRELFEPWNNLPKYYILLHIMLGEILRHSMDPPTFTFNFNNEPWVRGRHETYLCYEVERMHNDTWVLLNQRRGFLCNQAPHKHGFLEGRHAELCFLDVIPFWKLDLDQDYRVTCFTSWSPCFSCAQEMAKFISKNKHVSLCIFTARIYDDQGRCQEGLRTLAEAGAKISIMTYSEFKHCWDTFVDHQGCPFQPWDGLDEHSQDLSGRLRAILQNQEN
mIAP block: mouse IAP inhibition | purified mouse IAP, CDP-Star luminescence, 30 min | inhibition, % at 10 µM | 330,000 tested, 0.2% active;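 active means inhibition of at least 40% at 10 µM in the primary screen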;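 further: plate controls were DMSO with enzyme for no effect and no enzyme wells for full effect; values of inactives mirror those of a sister screen read the other way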
MPTP inh: inhibitors of mitochondrial permeability transition pore; 360,000 tested, 1.4% active; isolated mouse mitochondria, Ca2+ swelling absorbance, 30 min; AID 602449; inhibition, % at 10 µM;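 active means inhibition of 50% or more, scaled per plate between neutral and stimulator controls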;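 further: 0% = DMSO wells given calcium and 100% = 1 mM EGTA wells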
A3A deaminase: inhibitors of human APOBEC3A DNA deaminase; P31941; 330,000 tested, 0.41% active; inhibition, % at 20 µM; recombinant A3A, FAM/TAMRA ssDNA deamination fluorescence;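 active means at least 40% inhibition at 20 µM here, with at most 30% in a related deaminase screen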;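 further: plate controls were A3A with DMSO for no effect and wells lacking A3A enzyme for full effect; some results filed as inactive read as strong as hits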
Target sequence (P31941 whole entry, looked up): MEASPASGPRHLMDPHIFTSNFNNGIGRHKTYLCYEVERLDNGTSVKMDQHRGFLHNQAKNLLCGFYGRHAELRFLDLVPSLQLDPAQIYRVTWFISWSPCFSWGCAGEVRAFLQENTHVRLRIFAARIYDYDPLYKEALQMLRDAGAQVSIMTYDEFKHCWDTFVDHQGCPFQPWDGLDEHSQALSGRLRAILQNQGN
hIAP block: blocks human intestinal alkaline phosphatase; P09923; purified IAP, CDP-Star luminescence, 30 min; inhibition, % at 10 µM; 330,000 tested, 0.12% active; AID 2544;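 active means inhibition reaching a set limit with compound at 10 µM in the primary screen, cut at about 35% in these data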;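 further: plate controls were DMSO wells with enzyme for no effect and no-enzyme buffer wells for full effect; values of inactives mirror those of a sister screen read the other way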
Numbers without * were called inactive; . = not tested or not shown.

item | mol | GRIN3A LBD mod | beta cell repl | mIAP activ | hIAP activ | A3G deaminase
1 | Cc1cc(Br)ccc1OCC(=O)NNC(=O)c1cnccn1 | -1 | -2 | 0.74 | 1.1 | -4
2 | CC(=O)c1sc(NC(=O)c2ccc(Br)o2)nc1C | 2 | -6 | 1 | 0.95 | 25
3 | Cc1ccc(C)c(C(C)NC(=O)c2ccccc2Br)c1 (stereo unspecified) | 0 | 0 | 0.94 | 0.87 | -1
4 | Cc1ccccc1NC(=S)N1CCN(c2ccccc2)CC1 | 0 | -2 | 1 | 0.89 | -4
5 | Cc1cc(NC(=O)c2cccc(S(=O)(=O)N3CCCCC3)c2)no1 | 1 | 3 | 1 | 1.1 | -9
6 | Cc1ccc(S(=O)(=O)N2C(=O)C(c3ccccc3)SC2=Nc2ccccc2)cc1 (stereo unspecified) | -29 | -3 | 0.9 | 1.2 | -4
7 | COc1ccc2oc(C(=O)OCC(=O)N3CCC(C)CC3)c(C)c2c1 | 0 | -1 | 0.95 | 0.9 | -7
8 | COc1ccc(S(=O)(=O)N(C)C[C@H]2Oc3ccc(NC(=O)Nc4ccc5c(c4)OCO5)cc3CC(=O)N([C@@H](C)CO)C[C@@H]2C)cc1 | -3 | -1 | 1.4 | 1.2 | -4
9 | CCN(/C=N/S(=O)(=O)c1ccc(Cl)cc1)CC | 1 | 0 | 1.1 | 0.94 | -8
10 | Cc1ccc2nc(-c3ccccc3)cc(C(=O)N(C)CC(=O)Nc3ccccc3Br)c2c1 | -1 | -4 | 0.95 | 1 | -9

item | mIAP block | MPTP inh | A3A deaminase | hIAP block
1 | 26 | 1.1 | 0 | -6
2 | -3 | -0.3 | -1 | 5
3 | 6 | -8.7 | 3 | 13
4 | -3 | 3.6 | -6 | 11
5 | -4 | -0.7 | -2 | -8
6 | 10 | -0.5 | -2 | -22
7 | 4 | -0.4 | -1 | 10
8 | -44 | -1.1 | 2 | -18
9 | -11 | 1.4 | 2 | 6
10 | 5 | 0.3 | -3 | 0

More entries
item | mol | GRIN3A LBD mod | beta cell repl | mIAP activ | hIAP activ | A3G deaminase
11 | CC1CN(Cc2ccccc2)c2ccccc2NC1=S (stereo unspecified) | -1 | 0.0* | 0.86 | 0.95 | -6
12 | COc1ccc(-c2nnc(SCC(=O)c3cc(C)n(Cc4cccs4)c3C)o2)cc1 | 1 | -1 | 0.8 | 1 | 4
13 | c1csc(-c2nn3c(Cn4nnc5ccccc54)nnc3s2)c1 | 0 | -1 | 1.2 | 1.1 | -3
14 | COc1ccc(CNC(=O)C(C)N(Cc2ccccc2OC)C(=O)c2snc(C(N)=O)c2N)cc1 (stereo unspecified) | -2 | 0 | 0.94 | 0.94 | -5
15 | O=c1c(=Nc2ccccc2O)c(=O)c2ccccc12 | -2 | -3 | 0.92 | 1.1 | -10
16 | O=C(O)C(Cc1ccc(Cl)cc1)NS(=O)(=O)c1ccc(Cl)cc1 (stereo unspecified) | 1 | -4 | 1 | 1.1 | -5
17 | CCN1CCn2c3c(c4cc(C)ccc42)CCCC31 (stereo unspecified) | -3 | 0 | 1.1 | 0.89 | -2
18 | CCCCNC(=O)CSc1nnc(-c2ccc(S(=O)(=O)N3CCCC3)cc2)n1C | 3 | -1 | 1 | 1.1 | 4
19 | CN(c1ccccc1C(=O)NCc1ccco1)S(C)(=O)=O | -2 | 0 | 1 | 1 | 3
20 | CCOCCCNC(=O)c1ccc2c(c1)N(CC)C(=O)c1ccccc1S2=O (stereo unspecified) | 0 | -3 | 1.1 | 1 | -7

item | mIAP block | MPTP inh | A3A deaminase | hIAP block
11 | 14 | 2.1 | -2 | 5
12 | 20 | 6.2 | 2 | -1
13 | -16 | -2.0 | 2 | -13
14 | 6 | -1.0 | -1 | 6
15 | 8 | 0.0 | -4 | -8
16 | -1 | 0.1 | -4 | -7
17 | -6 | -0.2 | -3 | 11
18 | -3 | -0.2 | -2 | -6
19 | -4 | -0.1 | 11 | -5
20 | -7 | -0.5 | -4 | -2

(listing goes on)
item | mol | GRIN3A LBD mod | beta cell repl | mIAP activ | hIAP activ | A3G deaminase
21 | CCCCNC(=O)N1CCCC(C(=O)c2cc(C)c(OC)c(C)c2)C1 (stereo unspecified) | 0 | -3 | 1.1 | 1.2 | -5
22 | O=c1cc(CO)oc(CN2CCCC2)c1O | 2 | -3 | 0.96 | 1.1 | 2
23 | CN(C)Cc1c(C(=O)Nc2ccccc2)[nH]c2ccccc12 | -3 | -4 | 1 | 0.91 | 1
24 | COc1ccc(NC(=O)CSc2nnc(C3CC3)n2C)cc1S(=O)(=O)N1CCCCC1 | 3 | -3 | 1 | 1.1 | -9
25 | Cc1cc(Nc2ccc(F)cc2C)n2ncnc2n1 | 0 | -2 | 1 | 1 | -11
26 | COc1ccc(OC)c(NC(=O)C(CCSC)NS(=O)(=O)c2cccs2)c1 (stereo unspecified) | 1 | 0 | 0.98 | 0.95 | -2
27 | CN1CCC(=NNC(=O)C(=O)Nc2cccc(Br)c2)CC1 | -1 | -1 | 0.98 | 1.2 | -1
28 | CCOc1ccc2c(c1)[N+](C)(C)C(C)(C)C=C2C | 0 | -3 | 0.93 | 1.1 | 18
29 | CCOCCCNC(=O)CN1C(=O)NC(Cc2c[nH]c3ccccc23)C1=O (stereo unspecified) | 0 | -1 | 0.97 | 0.97 | -8
30 | CCCN1CC(=O)N2C(c3ccccc3)c3[nH]c4ccccc4c3C[C@H]2C1=O (stereo partly specified) | -4 | 2 | 1 | 0.89 | -8

item | mIAP block | MPTP inh | A3A deaminase | hIAP block
21 | -7 | 0.1 | -5 | -16
22 | 4 | -0.8 | 1 | -9
23 | -1 | -0.1 | 1 | 9
24 | -4 | -0.8 | -6 | -9
25 | 0 | -3.9 | -2 | -5
26 | 2 | -0.1 | -2 | 5
27 | 2 | 0.4 | -1 | -20
28 | 7 | -1.5 | 78* | -12
29 | 3 | -0.1 | -4 | 3
30 | 0 | -0.4 | 0 | 11

(next part)
item | mol | GRIN3A LBD mod | beta cell repl | mIAP activ | hIAP activ | A3G deaminase
31 | CCCCCC(=O)Nc1ccc(S(=O)(=O)Nc2nccnc2OC)cc1 | 2 | 1 | 0.93 | 0.94 | -2
32 | CC1Cc2ccccc2N1C(=O)c1ccc2c(c1)OCO2 (stereo unspecified) | -1 | 1 | 1 | 1.3 | 1
33 | COc1cccc(C2C(C(=O)c3ccc(C)o3)=C(O)C(=O)N2CCN2CCOCC2)c1 (stereo unspecified) | -2 | 1 | 1.1 | 1 | -2
34 | NC(=O)c1nn(-c2ccccc2)nc1NC(=O)CN1CCCCC1 | -1 | -2 | 1 | 0.98 | -6
35 | Cc1cc(C)n(CCCNC(=O)Cn2nnnc2CN2C[C@@H](C)O[C@@H](C)C2)n1 | 0 | 2 | 0.97 | 0.94 | -2
36 | N/C(COc1ncn(-c2ccccc2)n1)=N\S(=O)(=O)c1ccccc1 | -8 | -1 | 0.94 | 0.94 | -7
37 | COc1ccc(OC)c(NC(=O)c2ccc(NS(C)(=O)=O)cc2)c1 | 0 | 1 | 0.98 | 1 | -5
38 | CCN1c2ccccc2NC2N=C(OC)C(c3ccccc3)C21 (stereo unspecified) | 1 | -6 | 1.1 | 1.1 | -4
39 | COc1ccc(NC(=O)c2cn(C)c(=O)c3cc(OC)c(OC)cc23)cc1OC | -3 | -4 | 0.99 | 0.99 | 0
40 | O=C(NCCCn1ccnc1)c1nc(Cn2ccc([N+](=O)[O-])n2)no1 | -1 | -3 | 0.89 | 0.86 | -7

item | mIAP block | MPTP inh | A3A deaminase | hIAP block
31 | 7 | 0.4 | -1 | 6
32 | 0 | 0.1 | -1 | -35
33 | -8 | -2.7 | -4 | -4
34 | -2 | 2.3 | -3 | 2
35 | 3 | -0.9 | -1 | 6
36 | 6 | -4.1 | -3 | 6
37 | 2 | -1.4 | -2 | -3
38 | -6 | 0.5 | 3 | -6
39 | 1 | -0.7 | 1 | 1
40 | 11 | -3.2 | 2 | 14

Compounds shown so far with bromine, in the order listed:
item | mol | GRIN3A LBD mod | beta cell repl | mIAP activ | hIAP activ | A3G deaminase
1 | Cc1cc(Br)ccc1OCC(=O)NNC(=O)c1cnccn1 | -1 | -2 | 0.74 | 1.1 | -4
2 | CC(=O)c1sc(NC(=O)c2ccc(Br)o2)nc1C | 2 | -6 | 1 | 0.95 | 25
3 | Cc1ccc(C)c(C(C)NC(=O)c2ccccc2Br)c1 (stereo unspecified) | 0 | 0 | 0.94 | 0.87 | -1
10 | Cc1ccc2nc(-c3ccccc3)cc(C(=O)N(C)CC(=O)Nc3ccccc3Br)c2c1 | -1 | -4 | 0.95 | 1 | -9
27 | CN1CCC(=NNC(=O)C(=O)Nc2cccc(Br)c2)CC1 | -1 | -1 | 0.98 | 1.2 | -1

item | mIAP block | MPTP inh | A3A deaminase | hIAP block
1 | 26 | 1.1 | 0 | -6
2 | -3 | -0.3 | -1 | 5
3 | 6 | -8.7 | 3 | 13
10 | 5 | 0.3 | -3 | 0
27 | 2 | 0.4 | -1 | -20

Following part
item | mol | GRIN3A LBD mod | beta cell repl | mIAP activ | hIAP activ | A3G deaminase
41 | COc1ccc2nc3n(c(=O)c2c1)-c1ccccc1C(=O)NC3Cc1ccccc1 (stereo unspecified) | . | -2 | 1 | 0.87 | -5
42 | O=C(CN1CCN(c2ccc(O)cc2)CC1)NC1CCCc2ccccc21 (stereo unspecified) | . | -2 | 1 | 0.87 | 0
43 | O=C(NNS(=O)(=O)c1ccccc1C(F)(F)F)c1cccc(S(=O)(=O)Nc2ccccc2Cl)c1 | -12 | -1 | 0.94 | 1 | -3
44 | CC1CN(CC(O)COc2ccccc2C(C)(C)C)CC(C)O1 (stereo unspecified) | -7 | 1 | 0.99 | 1 | -10
45 | N#C/C(Cn1c[n+](NC(=O)Nc2ccccc2)cn1)=N/O | -1 | 2 | 0.98 | 1.2 | -3
46 | Cn1c(SCC(=O)Nc2sccc2C(N)=O)nnc1-c1ccncc1 | 1 | 2 | 1.1 | 0.98 | 1
47 | COc1ccc(-c2csc(NC(=S)NC(=O)/C=C/c3ccc(C(C)C)cc3)n2)cc1OC | 3 | -1 | 0.95 | 1.1 | -2
48 | CCC(C)NC(=O)c1ccc(N2CCC3(CC2)OCCO3)c([N+](=O)[O-])c1 (stereo unspecified) | -4 | 0 | 0.99 | 1 | -4
49 | O=[N+]([O-])c1cccc(S(=O)(=O)c2ccc(N3CCCCC3)c([N+](=O)[O-])c2)c1 | -13 | 0 | 0.8 | 0.97 | 5
50 | Cn1c(CNC(=O)OC(C)(C)C)nnc1SCC(=O)N1CCOCC1 | -1 | 2 | 1 | 0.91 | -4
51 | CC1(C)CC(CCNC(=O)CCl)(c2ccccc2)CCO1 (stereo unspecified) | 1 | -4 | 1.1 | 1.3 | 2
52 | COc1ccccc1C1(O)C(=O)Nc2ccc(C)cc21 (stereo unspecified) | -3 | -2 | 1 | 0.9 | -6
53 | CCOc1ccc(C(=O)NCCn2cc(SCC(=O)Nc3cc(C)on3)c3ccccc32)cc1 | -5 | -1 | 1.2 | 1.2 | -8

item | mIAP block | MPTP inh | A3A deaminase | hIAP block
41 | -2 | . | 4 | 13
42 | -3 | . | 2 | 13
43 | 6 | 1.9 | -1 | -1
44 | 1 | 1.3 | -5 | -2
45 | 2 | -0.6 | -1 | -25
46 | -7 | -0.4 | 9 | 2
47 | 5 | 2.9 | -5 | -11
48 | 1 | 0.7 | 0 | -4
49 | 20 | 3.0 | 3 | 3
50 | -5 | 3.3 | -3 | 9
51 | -10 | 1.5 | -16 | -29
52 | 0 | 0.4 | -4 | 10
53 | -17 | -0.9 | -8 | -22
